Screening data from PubChem BioAssay.
RXFP1 antagonist: antagonists of human relaxin receptor RXFP1; activity change, negative = inhibition, % at 57.5 µM; HEK293-RXFP1, relaxin-stimulated cAMP HTRF, 30 min; active compounds read low; AID 1259400; 0.59% of 350,000 active; Q9HBX9;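 active = activity change of -60% or lower, but not beyond a set lower limit; inconclusive = change between -60% and -40%, or beyond the set limit; inactive = change above -40%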; note: % is set by controls: 0 for no effect and ±100 for the full control effect
D2 potentiator: positively modulates the human D2 dopamine receptor allosterically. HEK293 T-REx D2, calcium flux, EC20 dopamine potentiation. potentiation, % at 10 µM. 0.34% of 340,000 active. AID 485347;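 active = potentiation over 3 SD above the plate norm, cut at about 30% in these data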; note: 0% is about no effect
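Calcium flux readout, no-wash dye, 1 read/s. Inducible HEK293 Trex D2 line, overnight 30 C. Compound alone 180 s (agonist flags), then EC20 dopamine, another 180 s to score potentiation.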
RXFP1 agonist: agonists of human relaxin receptor RXFP1 | Q9HBX9 | HEK293T-RXFP1 cAMP TR-FRET, 30 min; response scale: percent of porcine relaxin response, buffer zero | Potency, µM (doses to about 57.5 µM), inactives show at the highest dose activation, usual class: activators | 0.3% of 370,000 active | AID 2676; note: potency is the fitted concentration of half-maximal effect; % is set by controls: 0 for no effect and ±100 for the full control effect; nearly all actives have a fitted effect of over 60% in size; many of its hits are not listed in these tables
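Agonist response is measured as cAMP accumulation in an RXFP1-transfected HEK293T line under PDE4 inhibition. Values are scaled between buffer-only and 29 nM porcine relaxin, and EC50s come from standard Hill equation fits.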
Anesthetic bind: binds horse apoferritin like a general anesthetic. P02791. Potency, µM (doses to about 77.5 µM), for the others: top-dose activity change, negative = displacement, most hits filed as inhibitors. 0.074% of 350,000 active. apoferritin/1-aminoanthracene competitive binding, fluorescence; note: potency is the fitted concentration of half-maximal effect; % is set by controls: 0 for no effect and ±100 for the full control effect; nearly all actives have a fitted effect of over 20% in size
Target sequence (P02791 2-175 limits assumed): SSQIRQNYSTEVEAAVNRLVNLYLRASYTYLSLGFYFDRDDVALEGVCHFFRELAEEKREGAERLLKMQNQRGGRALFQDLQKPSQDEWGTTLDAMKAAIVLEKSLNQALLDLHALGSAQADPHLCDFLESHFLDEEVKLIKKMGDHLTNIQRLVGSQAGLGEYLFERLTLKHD
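Steps: apoferritin (10 uM) was premixed with half-saturated 1-AMA in PBS, compounds were pin-transferred, plates stood 10 min at room temperature, fluorescence was read at 380/535 nm, and curves were fitted with a Hill equation.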
D1 PAM: potentiators of human D1 dopamine receptor; P21728; HEK293 TREx D1 cells, calcium flux, dopamine EC20 potentiation; potentiation, % at 10 µM; 0.036% of 360,000 active; in the data active = potentiation above about 30%; note: 0% is about no effect
Target sequence (P21728 whole entry, looked up): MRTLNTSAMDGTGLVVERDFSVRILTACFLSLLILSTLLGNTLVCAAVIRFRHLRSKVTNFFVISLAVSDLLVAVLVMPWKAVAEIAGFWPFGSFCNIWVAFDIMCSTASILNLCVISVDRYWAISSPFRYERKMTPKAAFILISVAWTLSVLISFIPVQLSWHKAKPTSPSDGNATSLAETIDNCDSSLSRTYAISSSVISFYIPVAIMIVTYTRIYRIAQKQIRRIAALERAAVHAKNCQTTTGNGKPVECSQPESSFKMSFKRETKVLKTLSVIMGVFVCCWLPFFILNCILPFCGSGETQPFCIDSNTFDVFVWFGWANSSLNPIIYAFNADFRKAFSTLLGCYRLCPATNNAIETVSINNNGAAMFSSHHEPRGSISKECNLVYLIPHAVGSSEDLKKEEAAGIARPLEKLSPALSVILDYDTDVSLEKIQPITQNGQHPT
D1 antag: antagonists of human D1 dopamine receptor | activity change, negative = inhibition, % at 10 µM | HEK293 TREx D1 cells, calcium flux, dopamine EC80; active compounds read low | P21728 | 3.2% of 360,000 active; in the data active = activity change below about -30%; note: % is set by controls: 0 for no effect and ±100 for the full control effect
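HEK293 T-REx cells expressing inducible, force-coupled D1 receptor; no-wash Ca dye, 30–90 min RT. Cmpd → 180 s read at 1 Hz → EC80 DA → 180 s read.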
D1 agonist: human D1 receptor agonism. activation, % at 2 µM. P21728. HEK293 T-REx D1 cells, calcium flux, agonist mode. 1% of 360,000 active; in the data active = activation above about 30%; note: 0% is about no effect
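Tetracycline-induced HEK293 TREx D1 cells, force-coupled to calcium signalling, were dye-loaded with a no-wash calcium kit. Compound was pin-added after a 10 s baseline. Fluorescence was read kinetically at 1 cycle/s for 180 s, with calcium rises flagged as agonism.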
TRHR ag: activates the human TRH receptor; 0.18% of 360,000 active; activation, % at 2 µM; P34981; TRHR cells, calcium flux fluo-8, FDSS agonist mode; in the data active = activation above about 30%; note: 0% is about no effect
Target sequence (P34981 whole entry, looked up): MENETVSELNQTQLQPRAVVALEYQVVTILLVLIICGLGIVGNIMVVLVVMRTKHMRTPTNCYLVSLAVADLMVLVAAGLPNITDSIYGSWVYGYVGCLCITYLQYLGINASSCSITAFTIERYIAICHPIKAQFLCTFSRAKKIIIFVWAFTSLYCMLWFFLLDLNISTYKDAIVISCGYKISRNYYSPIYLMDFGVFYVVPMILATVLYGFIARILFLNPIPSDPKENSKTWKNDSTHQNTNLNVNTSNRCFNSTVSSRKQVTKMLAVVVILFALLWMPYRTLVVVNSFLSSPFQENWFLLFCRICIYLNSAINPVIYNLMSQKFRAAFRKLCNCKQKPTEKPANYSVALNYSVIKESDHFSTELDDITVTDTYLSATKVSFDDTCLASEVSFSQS
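Steps: seed TRHR cells overnight; add fluo-8 no-wash Ca dye, RT 30 min–1.5 h; record 10 s baseline; pin-transfer compounds; monitor fluorescence 1 cycle/s for the agonist window. Calcium increases flag candidate agonists.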
TRHR enhancer: TRH receptor (human) allosteric enhancement; TRHR cells, fluo-8 calcium fluorescence, EC20 TRH enhancement; enhancement, % at 2 µM; 0.66% of 360,000 active; AID 493056; in the data active = enhancement above about 30%; note: 0% is about no effect
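Enhancer read-out: after compound pinning and an initial kinetic agonist-mode read, an EC20 of TRH (10 nM final) was injected and fluo-8 calcium signal (Ex 480/Em 530) followed at 1 s/cycle for 100 cycles in TRHR-expressing cells.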
An asterisk follows results filed as active; [ ] = another dose, or the depositor's remark. Unless noted, calls come from the whole dose curve; as a rule, active = well fitted curve in the direction sought with a large enough effect; inconclusive = small, poorly fitted or top-dose-only effect, or another doubt; inactive = no such curve, though single readings can be large; an effect the other way counts as inactive or inconclusive. These rows are one share of the data. The share of hits here may be higher or lower than overall.

How did O=C(Nc1cc(C(F)(F)F)ccc1Cl)C(Sc1nnc(-c2cccs2)o1)c1ccccc1 (configuration not stated) do in these assays?
RXFP1 antagonist: -6; D2 potentiator: -2; RXFP1 agonist: -3.1%; Anesthetic bind: 9%; D1 PAM: -6; D1 antag: -45*; D1 agonist: 10; TRHR ag: 0.2; TRHR enhancer: 18

How did COc1cccc(NC(=O)COC(=O)CCn2c(C)csc2=O)c1 do in these assays?
RXFP1 antagonist: -10; D2 potentiator: -5; RXFP1 agonist: 0.5%; D1 PAM: 6; D1 antag: -2; D1 agonist: 1; TRHR ag: -0.1; TRHR enhancer: 1

How did CC(OC(=O)COc1ccc(C#N)cc1)C(=O)Nc1ccc(Cl)cn1 (configuration not stated) do in these assays?
RXFP1 antagonist: 20; D2 potentiator: -14; RXFP1 agonist: 0.5%; D1 PAM: -5; D1 antag: -4; D1 agonist: 7; TRHR ag: -0.3; TRHR enhancer: 3

How did Cc1ccccc1S(=O)(=O)Cc1ccc(C(=O)NCc2cccnc2)o1 do in these assays?
RXFP1 antagonist: 13; D2 potentiator: 14; RXFP1 agonist: 1.1%; Anesthetic bind: -8%; D1 PAM: 0; D1 antag: 6; D1 agonist: -1; TRHR ag: -1.7; TRHR enhancer: 2

How did Cn1c(=O)c(=O)n(C)c2cc(NC(=O)c3cccc(F)c3)c(Cl)cc21 do in these assays?
RXFP1 antagonist: -11; D2 potentiator: 5; RXFP1 agonist: 24%; Anesthetic bind: -14%; D1 PAM: -1; D1 antag: 6; D1 agonist: 0; TRHR ag: -1.0; TRHR enhancer: 0

What do the screens show for `O=C(COC(=O)/C=C/c1ccco1)Nc1ncc(Cl)cc1Cl`?
RXFP1 antagonist: -4; D2 potentiator: 6; RXFP1 agonist: 1.4%; Anesthetic bind: -9%; D1 PAM: -4; D1 antag: 1; D1 agonist: 5; TRHR ag: -0.5; TRHR enhancer: 0

What do the screens show for `CC(C)CCn1c(=O)c2c(nc3n2CCCN3Cc2ccccc2)n(C)c1=O`?
RXFP1 antagonist: -4; D2 potentiator: 4; RXFP1 agonist: 6.3%; Anesthetic bind: -4%; D1 PAM: 5; D1 antag: 2; D1 agonist: 2; TRHR ag: -0.7; TRHR enhancer: 3

What do the screens show for `Fc1cccc(Cc2noc(CN3CCCN(C4Cc5ccccc5C4)CC3)n2)c1`?
RXFP1 antagonist: -11; D2 potentiator: 4; RXFP1 agonist: 0.8%; Anesthetic bind: -23%; D1 PAM: 2; D1 antag: 1; D1 agonist: 1; TRHR ag: -0.2; TRHR enhancer: -2

What do the screens show for `Nc1cnc(-c2ccccc2)nc1Cl`?
RXFP1 antagonist: 7; D2 potentiator: 3; RXFP1 agonist: 0.5%; Anesthetic bind: -13%; D1 PAM: -5; D1 antag: -39*; D1 agonist: 0; TRHR ag: 0.0; TRHR enhancer: -2

Results for CCC(C)NS(=O)(=O)c1cccs1 (configuration not stated) ?
RXFP1 antagonist: 5; D2 potentiator: 0; RXFP1 agonist: 0.6%; Anesthetic bind: -10%; D1 PAM: -1; D1 antag: -2; D1 agonist: 1; TRHR ag: -1.1; TRHR enhancer: 1

What do the screens show for `Cc1ccc(CS(=O)(=O)Cc2ccc(C(=O)NC3CCCC3)o2)cc1`?
RXFP1 antagonist: -11; RXFP1 agonist: 1.4%; Anesthetic bind: -7%; D1 PAM: -1; D1 antag: 11; D1 agonist: 0; TRHR ag: -0.3; TRHR enhancer: 3

Results for COC(C(=O)Nc1ccc(S(=O)(=O)Nc2c(C)cccc2C)cc1)c1ccccc1 (configuration not stated) ?
RXFP1 antagonist: -10; D2 potentiator: 6; RXFP1 agonist: 1.6%; Anesthetic bind: -13%; D1 PAM: -1; D1 antag: 8; D1 agonist: 35*; TRHR ag: 1.8; TRHR enhancer: -5

How did COc1cc(C2C3CN(C)CC=C3C(C#N)=C(N)C2(C#N)C#N)ccc1OC(C)C (configuration not stated) do in these assays?
RXFP1 antagonist: -2; D2 potentiator: -7; RXFP1 agonist: 1.2%; Anesthetic bind: -4%; D1 PAM: -16; D1 antag: -50*; D1 agonist: 4; TRHR ag: 2.1; TRHR enhancer: 2

Results for CC1CCC(=NNC(=O)c2ccccc2-n2cccc2)CC1 (configuration not stated) ?
RXFP1 antagonist: 16; D2 potentiator: -6; RXFP1 agonist: 0.2%; D1 PAM: 0; D1 antag: -4; D1 agonist: 1; TRHR ag: 0.2; TRHR enhancer: -6

What do the screens show for `Cn1c(=O)n(C)c2cc(N3CCOCC3)c(NS(=O)(=O)c3ccc(Cl)cc3)cc21`?
RXFP1 antagonist: -11; D2 potentiator: -3; RXFP1 agonist: 2.7%; Anesthetic bind: -3%; D1 PAM: 1; D1 antag: 4; D1 agonist: 0; TRHR ag: -0.9; TRHR enhancer: -3

A section of the results above:
How did O=C(Nc1cc(C(F)(F)F)ccc1Cl)C(Sc1nnc(-c2cccs2)o1)c1ccccc1 (configuration not stated) do in these assays?
RXFP1 antagonist: -6; D2 potentiator: -2; RXFP1 agonist: -3.1%; Anesthetic bind: 9%; D1 PAM: -6; D1 antag: -45*; D1 agonist: 10; TRHR ag: 0.2; TRHR enhancer: 18

How did COc1cccc(NC(=O)COC(=O)CCn2c(C)csc2=O)c1 do in these assays?
RXFP1 antagonist: -10; D2 potentiator: -5; RXFP1 agonist: 0.5%; D1 PAM: 6; D1 antag: -2; D1 agonist: 1; TRHR ag: -0.1; TRHR enhancer: 1

How did CC(OC(=O)COc1ccc(C#N)cc1)C(=O)Nc1ccc(Cl)cn1 (configuration not stated) do in these assays?
RXFP1 antagonist: 20; D2 potentiator: -14; RXFP1 agonist: 0.5%; D1 PAM: -5; D1 antag: -4; D1 agonist: 7; TRHR ag: -0.3; TRHR enhancer: 3

Continuation.
Results for CCOc1ccccc1NC(=O)C(NS(=O)(=O)c1cccc2nsnc12)c1ccccc1 (configuration not stated) ?
RXFP1 antagonist: 6; D2 potentiator: 5; RXFP1 agonist: 0.2%; Anesthetic bind: 5%; D1 PAM: -7; D1 antag: 5; D1 agonist: -1; TRHR ag: -0.6; TRHR enhancer: -3

What do the screens show for `N#C/C=C\Oc1ccc(Cl)cc1N`?
RXFP1 antagonist: 3; D2 potentiator: 6; RXFP1 agonist: -0.3%; Anesthetic bind: -21%; D1 PAM: 5; D1 antag: -21; D1 agonist: 7; TRHR ag: 0.0; TRHR enhancer: 12

How did Cc1ccc(Cn2c(S(=O)(=O)O)nc3ccccc32)cc1 do in these assays?
RXFP1 antagonist: -7; D2 potentiator: 6; RXFP1 agonist: 1.6%; Anesthetic bind: -14%; D1 PAM: -2; D1 antag: 4; D1 agonist: 1; TRHR ag: -0.5; TRHR enhancer: 2

What do the screens show for `CCSc1nnc(CCNC(=O)OC(C)(C)C)o1`?
RXFP1 antagonist: -9; D2 potentiator: 8; RXFP1 agonist: 0.1%; Anesthetic bind: -7%; D1 PAM: 1; D1 agonist: -3; TRHR ag: 0.9; TRHR enhancer: 3

What do the screens show for `COc1ccccc1N1CCN(C(=O)CSc2nc3ccccc3nc2Cc2ccc(C)cc2)CC1`?
RXFP1 antagonist: -9; D2 potentiator: -6; RXFP1 agonist: 8.6%; Anesthetic bind: 832%[activator]; D1 PAM: 6; D1 antag: 3; D1 agonist: -1; TRHR ag: 0.5; TRHR enhancer: 3

How did CCC(C)Oc1nc2c(c(=O)n(C)c(=O)n2C)n1C (configuration not stated) do in these assays?
RXFP1 antagonist: -10; D2 potentiator: 7; RXFP1 agonist: 17%; Anesthetic bind: 5%; D1 PAM: 0; D1 antag: 5; D1 agonist: 0; TRHR ag: 0.8; TRHR enhancer: 4

Results for O=C(CCC(=O)Nc1ccc(Br)cc1)N/N=C/c1ccc(F)cc1 ?
RXFP1 antagonist: 10; D2 potentiator: 13; RXFP1 agonist: -0.6%; Anesthetic bind: -9%; D1 PAM: -2; D1 antag: 2; D1 agonist: 6; TRHR ag: 0.2; TRHR enhancer: -3

How did O=C(COc1ccc(-n2cnnn2)cc1)Nc1ccc(F)c(F)c1F do in these assays?
RXFP1 antagonist: -9; D2 potentiator: 1; RXFP1 agonist: -0.8%; D1 PAM: -4; D1 antag: -8; D1 agonist: 5; TRHR ag: -0.2; TRHR enhancer: 1

Results for Cc1ccc(OCCNC(=O)CCC(=O)N2CCOCC2)cc1 ?
RXFP1 antagonist: 4; D2 potentiator: -6; RXFP1 agonist: 1.1%; D1 PAM: -9; D1 antag: 2; D1 agonist: 2; TRHR ag: -0.1; TRHR enhancer: 7

How did COc1ccc(-c2nc3c(C#N)c[nH]n3c2NC2CCCC2)c(OC)c1 do in these assays?
RXFP1 antagonist: 3; D2 potentiator: -4; RXFP1 agonist: -2.9%; Anesthetic bind: -13%; D1 PAM: 0; D1 antag: 4; D1 agonist: 1; TRHR ag: -0.6; TRHR enhancer: 0

How did CCN(C(=O)CSc1nnc(SC)s1)c1c(N)n(Cc2ccccc2)c(=O)[nH]c1=O do in these assays?
RXFP1 antagonist: -7; D2 potentiator: -1; RXFP1 agonist: -2.2%; D1 PAM: 4; D1 antag: -6; D1 agonist: 2; TRHR ag: 2.2; TRHR enhancer: 4

How did O=C1C2C3C=CC(C3)C2C(=O)N1c1cccc2cccnc12 (configuration not stated) do in these assays?
RXFP1 antagonist: -5; D2 potentiator: 10; RXFP1 agonist: 1.8%; Anesthetic bind: inconclusive; D1 PAM: -6; D1 antag: 11; D1 agonist: 12; TRHR ag: 1.4; TRHR enhancer: -1

What do the screens show for `Cc1ccccc1NS(=O)(=O)c1cc(C(=O)NCCSC2CCCCC2)ccc1C`?
RXFP1 antagonist: -21; D2 potentiator: 12; RXFP1 agonist: 1.0%; Anesthetic bind: 4%; D1 PAM: 2; D1 antag: -11; D1 agonist: 2; TRHR ag: 1.0; TRHR enhancer: 9

What do the screens show for `O=C(CNc1ccc(F)cc1)N/N=C1\CCc2ccccc21`?
RXFP1 antagonist: -9; D2 potentiator: -11; RXFP1 agonist: -0.9%; Anesthetic bind: -3%; D1 PAM: -2; D1 antag: 4; D1 agonist: 8; TRHR ag: -0.1; TRHR enhancer: -6

How did CCCOc1ccc(C(=O)Nc2ccc3oc(-c4ccc(N(C)C)cc4)nc3c2)cc1 do in these assays?
RXFP1 antagonist: 5; D2 potentiator: 14; RXFP1 agonist: 3.2µM*; Anesthetic bind: 54%[activator]; D1 PAM: 0; D1 antag: -10; D1 agonist: 0; TRHR ag: -1.5; TRHR enhancer: 1
